# Screening data deposited in PubChem by The Scripps Research Institute Molecular Screening Center.
# CHRM4 PAM: human M4 muscarinic receptor positive allosteric modulators, primary screen, CHO-K1 cells, Fluo-8 calcium fluorescence; Muscarinic acetylcholine receptor M4 (Homo sapiens), P08173; CHO-K1 hM4/Gqi5, ACh EC20; 0% = ACh EC20, 100% = maximal ACh; activation, % at 3 µM; 0.4% of 360,000 active; AID 624126, 2012;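 active = activation above its plate's cutoff, the mean activation of sample wells plus 3 SD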; also: some results filed as inactive read as strong as hits
# Target sequence (P08173 whole entry, looked up): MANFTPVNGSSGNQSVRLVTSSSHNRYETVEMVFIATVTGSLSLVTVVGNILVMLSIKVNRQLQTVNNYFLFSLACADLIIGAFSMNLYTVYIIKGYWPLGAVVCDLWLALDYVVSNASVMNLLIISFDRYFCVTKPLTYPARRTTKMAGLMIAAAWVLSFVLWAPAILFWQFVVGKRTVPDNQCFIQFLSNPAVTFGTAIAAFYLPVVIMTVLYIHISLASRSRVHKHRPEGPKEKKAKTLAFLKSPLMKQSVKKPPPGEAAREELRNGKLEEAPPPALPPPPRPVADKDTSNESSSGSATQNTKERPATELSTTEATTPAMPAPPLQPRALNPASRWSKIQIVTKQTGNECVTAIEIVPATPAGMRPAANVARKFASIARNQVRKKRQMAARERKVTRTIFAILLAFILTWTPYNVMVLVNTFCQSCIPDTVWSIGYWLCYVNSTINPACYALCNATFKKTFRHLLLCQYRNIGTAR
# CHO-K1 Ca antag: nonselective inhibitor or artifact in parental CHO-K1 cells; ATP-induced calcium, Fluo-8 fluorescence; inhibition, % at 3 µM; 0.6% of 360,000 active;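 active = inhibition above a per-plate cutoff, the plate's mean sample inhibition plus 3 SD, cut at about 24% in these data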;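 also: 0% = DMSO plus EC80 ATP and 100% = DMSO alone without ATP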
# CHRM4 agonist: human M4 muscarinic receptor agonists, primary screen, CHO-K1 cells, Fluo-8 calcium fluorescence; Muscarinic acetylcholine receptor M4 (Homo sapiens), P08173; CHO-K1 hM4/Gqi5; vehicle 0%, full acetylcholine response 100%; activation, % at 3 µM; 0.14% of 360,000 active; AID 624127, 2012;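 active = activation above the run mean over all test wells plus 3 SD, cut at about 32% in these data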;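 also: peak over basal fluorescence ratio per well then scaled between controls; 0% = DMSO wells and 100% = acetylcholine at EC100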
# M1 ag parental: counter-screen for M1 agonists: effect in parental CHO-K1 cells; Fluo-8 calcium fluorescence; scaled to maximal ATP response, vehicle zero; activation, % at 3 µM; 0.48% of 360,000 active; in the data active = activation above about 15%;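 also: untransfected CHO-K1 host cells lacking M1 receptor as counterscreen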
# M1 PAM parental: nonselective calcium activators in parental CHO-K1 cells, primary screen, counter-screen for M1 PAM project, cell-based, Fluo-8 calcium fluorescence, full deck, 1536-well. ATP EC20; 0% at ATP EC20, 100% at ATP max. activation, % at 3 µM. 0.02% of 360,000 active;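 active = activation above the run cutoff, the mean activation of all test compounds plus 3 SD, cut at about 40% in these data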;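 also: peak over basal fluorescence ratio in a 140 s read after ATP addition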
# CHRM5 PAM: human M5 muscarinic receptor positive allosteric modulators, primary screen, CHO-K1 cells, Fluo-8 calcium fluorescence; Muscarinic acetylcholine receptor M5 (Homo sapiens), P08912; CHO-K1 hM5, ACh EC20 PAM; 0% = ACh EC20, 100% = ACh EC100; activation, % at 3 µM; 0.3% of 360,000 active; AID 624038, 2012;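 active = activation above the run cutoff, the mean activation of all test compounds plus 3 SD, cut at about 18% in these data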
# Target sequence (P08912 whole entry, looked up): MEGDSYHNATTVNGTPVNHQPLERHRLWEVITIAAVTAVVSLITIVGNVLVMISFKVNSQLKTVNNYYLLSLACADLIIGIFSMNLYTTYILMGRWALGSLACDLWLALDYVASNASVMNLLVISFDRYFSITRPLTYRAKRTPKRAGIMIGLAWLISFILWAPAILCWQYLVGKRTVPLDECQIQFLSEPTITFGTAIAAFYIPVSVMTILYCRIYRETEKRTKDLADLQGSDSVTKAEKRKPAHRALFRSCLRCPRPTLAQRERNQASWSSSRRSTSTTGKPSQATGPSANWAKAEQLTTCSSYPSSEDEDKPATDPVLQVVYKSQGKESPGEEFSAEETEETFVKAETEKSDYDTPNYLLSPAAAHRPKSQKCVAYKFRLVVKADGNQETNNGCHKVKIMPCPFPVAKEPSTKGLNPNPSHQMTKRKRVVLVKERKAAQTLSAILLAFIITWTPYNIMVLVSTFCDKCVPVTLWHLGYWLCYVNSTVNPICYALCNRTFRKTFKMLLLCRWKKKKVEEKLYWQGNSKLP
#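 Measured by: Fluo-8 calcium fluorescence; material: human M5 receptor in CHO-K1 cells; schedule: Post-acetylcholine fluorescence recording 140 s; benchmarks: low control EC20 acetylcholine (0%), high control EC100 acetylcholine (100%); read-out: Max/basal fluorescence ratio as % of EC20–EC100 ACh window; compound: single dose, 3 µM nominal final test concentration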
# M4 antag: human M4 muscarinic receptor antagonists, primary screen, CHO cells, Fluo-8 calcium fluorescence; Muscarinic acetylcholine receptor M4 (Homo sapiens), P08173; 0.73% of 360,000 active; inhibition, % at 3 µM; CHO-hM4 cells, ACh EC80; AID 624125, 2012;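 active = inhibition above its plate's cutoff, the mean inhibition of sample wells plus 3 SD, cut at about 27% in these data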;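 also: 0% = acetylcholine EC80 with DMSO and 100% = DMSO without agonist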
# CHRM5 antagonist: human M5 muscarinic receptor antagonists, primary screen, CHO cells, Fluo-8 calcium fluorescence | 0.59% of 360,000 active | Muscarinic acetylcholine receptor M5 (Homo sapiens), P08912 | CHO-hM5 cells, ACh EC80 | inhibition, % at 3 µM;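 active = inhibition above a per-plate cutoff, the mean of that plate's test compounds plus 3 SD, cut at about 27% in these data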;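 also: 0% = acetylcholine EC80 with DMSO and 100% = DMSO without agonist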
# M5 ag: human M5 muscarinic receptor agonists, primary screen, CHO-K1 cells, Fluo-8 calcium fluorescence; 0.19% of 360,000 active; activation, % at 3 µM; Muscarinic acetylcholine receptor M5 (Homo sapiens), P08912; CHO-K1 hM5 cells; 0% DMSO wells, 100% maximal acetylcholine response;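 active = activation above the run's mean over test compounds plus 3 SD, cut at about 23% in these data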;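 also: signal is peak over basal fluorescence ratio across the kinetic read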
# * marks the source's active call; other numbers are inactive results. Rows were taken by chance; any-hit rate near 2.7%.
SMILES,CHRM4 PAM,CHO-K1 Ca antag,CHRM4 agonist,M1 ag parental,M1 PAM parental,CHRM5 PAM,M4 antag,CHRM5 antagonist,M5 ag
O=C(CN1C(=O)C2CCCCC2C1=O)NC1CCCc2ccccc21 (configuration not stated),-2,-11,1,1.0,-1,-2,-3,-2,-3
C=CCNc1nc2cc(-c3cccc(Cl)c3)sc2c(=O)n1C,3,-12,3,0.1,13,1,-11,-8,-1
Cc1cc(C)c(OCC(=O)OCC(=O)N2c3ccccc3CC2C)c(C)c1 (configuration not stated),2,-2,-1,-0.2,-1,-2,-12,-4,0
O=[N+]([O-])c1ccc(-c2nc3ccc([N+](=O)[O-])cc3[nH]2)cc1,1,-4,9,5.8,11,-1,-7,-4,6
N#Cc1ccc(COC(=O)CC(NC(N)=O)c2ccc(Cl)cc2)cc1 (configuration not stated),4,-9,2,2.4,-18,-5,9,6,-1
O=C(Nc1cccc(Cl)c1)NC1CCCCC1,-8,18,5,3.4,-8,-7,13,4,0
C=CCNC1=C(Cl)C(=O)N(c2ccccc2Cl)C1=O,-1,-21,3,0.7,16,-9,-16,4,-4
O=C(CSc1nnc(-c2ccccc2F)n1C1CC1)NC(=O)c1cccc([N+](=O)[O-])c1,-4,-4,1,0.0,11,-4,-3,-1,-2
CC(=O)N1CCN(S(=O)(=O)c2cccc(C(=O)Nc3ccccc3N3CCOCC3)c2)CC1,1,0,1,0.5,1,10,5,0,1
O=C(COC(=O)C1CC2C=CC1C2)NCc1ccco1 (configuration not stated),6,-4,0,0.3,12,0,13,-1,0
CCOc1ccc(NC(=O)CSc2nnc(Cn3cnc([N+](=O)[O-])n3)n2CC)cc1,3,-14,1,1.1,18,3,2,12,1
COc1ccc(N2CC(C(=O)Nc3ccccc3N3CCCC3)CC2=O)c(OC)c1 (configuration not stated),6,-10,4,2.0,14,0,-7,4,1
CN1C(=O)C2(OCC(CO)([N+](=O)[O-])CO2)c2ccccc21 (configuration not stated),1,-12,2,1.7,-4,-3,-8,12,-3
Cc1ccc(/C=N/n2nnnc2N)cc1[N+](=O)[O-],-4,-8,0,-0.1,1,-2,1,5,0
O=C(CSc1nnc(-c2ccccc2)n1Cc1ccccc1)NC1CC1,3,-15,3,0.7,25,0,0,3,1
Cc1c(C(=O)OCC(=O)NC(C)c2ccccc2)oc2ccccc12 (configuration not stated),1,-9,3,1.2,15,8,-3,-16,0
O=C(CSc1ncn[nH]1)c1ccc(OC(F)F)cc1,2,-13,1,0.3,7,11,-16,-5,-1
NC(=O)c1sc2nc3c(cc2c1N)CCC3,4,-11,0,0.6,27,0,-2,3,-1
COc1ccc(-c2sc3ccc(N4CCOCC4)cc3c2C#CCCO)cc1,4,-5,9,0.8,-3,3,0,1,4
O=[N+]([O-])c1ccc(Cl)cc1Sc1nc2ccccc2o1,-2,-15,-1,4.2,10,0,-9,-2,-4
CCOc1ccc(OCC(=O)Nc2c3c(nn2C(C)(C)C)CS(=O)(=O)C3)cc1,-1,8,2,1.0,-5,-1,-6,-5,1
Cc1cccc2cc(CN(Cc3cccnc3)C(=O)c3ccccc3F)c(Cl)nc12,-12,-2,11,2.4,-9,-15,4,15,4
Cc1ccccc1NC(=O)COc1ccc2c(c1)OC(C)(C)CC2=O,5,-4,1,0.1,-4,1,9,6,2
Cc1[nH]n(-c2ccccc2)c(=O)c1N=Nc1ccc(C(=O)O)cc1,-4,-30,0,0.2,6,0,6,3,-2
CCOC(=O)C1CCN(C2=NC(=O)/C(=C/c3ccc(OC)c(OC)c3)S2)CC1,2,-5,2,0.4,11,5,-15,1,-2
CC(C)(C)NC(=O)CSc1nnc(-c2ccncc2)o1,19,25*,4,-0.2,1,5,0,5,3
NS(=O)(=O)c1ccc(NC(=O)Nc2ccc3c(c2)OCO3)cc1,9,1,1,0.5,-21,-3,6,15,-3
Cc1onc(-c2ccccc2)c1-c1nnc(COC(=O)c2ccc(F)cc2)o1,-1,-15,4,1.4,7,-7,-12,-2,0
O=S(=O)(c1ccc(SCc2c(F)cccc2Cl)nc1)N1CCCC1,-9,-8,2,1.0,14,-9,-4,-1,-3
Cc1cc(C)cc(C(=O)N2CCC(CCC(=O)NC3CC3)CC2)c1,1,-1,2,0.0,0,10,5,-8,2
CC(CCc1ccccc1)NS(=O)(=O)c1ccccc1F (configuration not stated),-9,-7,-1,0.1,-3,-4,-1,23,-5
Cc1cc(NC(=O)c2cccnc2)ccc1NC(=O)c1ccco1,4,6,0,-0.1,1,5,6,4,-1
COC(=O)C1=C(N)Oc2cc(C)n(C)c(=O)c2C1c1ccc(Cl)c(Cl)c1 (configuration not stated),-5,-4,1,0.8,6,-6,-3,-2,0
COc1ccc(CN=C2Nc3ccccc3CS2)cc1,-4,10,7,0.4,-4,-1,-10,7,-3
c1ccc(SC23CCCCN(CCC2)C32OCCO2)cc1 (configuration not stated),7,-27,-1,1.9,22,3,3,-6,-4
Cc1ccc(Cl)cc1-n1ncc2c(NNC(=O)c3ccco3)ncnc21,12,-6,4,6.1,15,6,-3,4,-4
CCOc1ccc(C(=O)N2CCN(c3ccccn3)CC2)cc1OCC,4,-10,2,1.4,14,3,-4,0,0
COc1ccc(C)cc1NC(=O)Nc1ccncc1,3,-6,2,2.0,9,2,-10,1,-1
O=C(CC1SC(N2CCCC2)=NC1=O)Nc1ccc(C(=O)Nc2ncccc2O)cc1 (configuration not stated),9,-4,0,0.3,4,2,-19,1,-2
O=C(CCNC(=O)c1ccc(Br)cc1)Nc1ncccc1O,2,8,1,-0.2,-22,1,-2,5,-2
CC(C)CNC(=O)c1ccccc1NC(=O)c1ccc(CN2CCOCC2)cc1,-4,-13,4,1.9,0,3,-1,-1,2
O=C1c2cccnc2C(=O)N1Cc1ccc(F)cc1,4,-10,1,0.0,9,3,-22,-12,0
O=C(NC1CCCCC1)C(c1ccnc2ccccc12)N1CCOCC1 (configuration not stated),12,-13,0,0.2,9,1,-8,4,-1
COc1ccc(OC)c(CCNC(=O)CCn2ccc3cc(S(=O)(=O)N4CCCC4)ccc32)c1,2,-7,2,1.8,-4,4,-4,5,0
O=C1Nc2cc(C(=O)NCCCN3CCOCC3)ccc2S/C1=C/c1ccccc1F,7,11,5,1.2,-15,-3,4,0,-3
CC(C(=O)O)N1C(=O)CSC1=S (configuration not stated),-1,4,1,1.2,8,-5,-8,1,0
CC(C)=CCC/C(C)=C/CN(CC(C)O)CC(C)O (configuration not stated),-7,14,1,-0.1,-16,-7,7,5,-2
Cc1ccc(S(=O)(=O)NCCC(=O)OCC(=O)Nc2ccccc2Cl)cc1,1,-6,6,12,14,-2,-3,5,5
CCOc1ccc(S(=O)(=O)N2CCC(C(N)=O)CC2)c2ccccc12,0,-12,3,0.8,10,-13,-5,-5,-4
CC(C)CCn1c(COc2ccccc2)n[nH]c1=S,-3,-3,1,-0.5,-3,4,9,11,-2
O=C(N/N=C/c1cnc2ccccc2n1)c1cccc(F)c1,9,-5,3,1.7,20,-2,-12,1,1
Cc1ccc(Cn2nnc3c(=O)n(CC(=O)NCC4CCCO4)cnc32)cc1 (configuration not stated),-1,-19,0,0.3,-3,-1,-5,-2,1
C/C(=N\O)C1(C)N(O)C(C)(C)C(c2ccco2)=[N+]1[O-] (configuration not stated),-4,-4,1,1.1,1,5,0,-5,4
Cc1ccc(-c2c(C(=O)N/N=C/c3ccoc3)nnn2-c2nonc2N)cc1,2,-6,1,0.3,-22,5,-9,-9,2
COc1ccc(C(O)P(=O)(OCCC(C)C)c2ccc(N(C)C)cc2)cc1OC (configuration not stated),-6,-5,1,1.6,25,2,1,7,0
O=C(CSc1ccccc1F)NCC1(N2CCCCC2)CCCCC1,0,-21,0,0.5,10,-9,-4,11,-2
CCOc1ccc(CC(=O)NCc2cn3c(C)csc3n2)cc1,5,-9,0,0.1,19,-1,-1,0,3
CCc1ccc(NC(=O)Cn2c(=O)n(CCCC(=O)NCc3ccco3)c(=O)c3ccccc32)cc1,-3,-7,1,-0.1,5,-4,-9,10,-4
O=C1C(Cl)=C(N2CCOCC2)C(=O)N1c1cccc(Cl)c1,8,-1,0,0.0,-9,13,14,-10,3
CC(C)(C)NC(=O)CSc1nc(-c2ccccc2)c(-c2ccccc2)[nH]1,-3,-19,1,0.0,1,-2,-22,-5,-1

# Fetched by compound from the entries so far, three records:
SMILES,CHRM4 PAM,CHO-K1 Ca antag,CHRM4 agonist,M1 ag parental,M1 PAM parental,CHRM5 PAM,M4 antag,CHRM5 antagonist,M5 ag
Cc1[nH]n(-c2ccccc2)c(=O)c1N=Nc1ccc(C(=O)O)cc1,-4,-30,0,0.2,6,0,6,3,-2
Cc1cccc2cc(CN(Cc3cccnc3)C(=O)c3ccccc3F)c(Cl)nc12,-12,-2,11,2.4,-9,-15,4,15,4
COc1ccc(CN=C2Nc3ccccc3CS2)cc1,-4,10,7,0.4,-4,-1,-10,7,-3

# The listing continues:
SMILES,CHRM4 PAM,CHO-K1 Ca antag,CHRM4 agonist,M1 ag parental,M1 PAM parental,CHRM5 PAM,M4 antag,CHRM5 antagonist,M5 ag
Cc1ccc(NC(=O)/C(=C\C=C\c2ccccc2)NC(=O)c2ccccc2)cc1,16,10,2,1.1,-2,-5,-12,-3,1
C/C(N)=C(/C#N)C(=O)COC(=O)c1cc(-c2cccc3ccccc23)nc2ccccc12,3,-4,0,0.0,0,-6,0,2,-1
Cc1cccc(NC(=O)CNC(=O)c2ccc3c(c2)OCO3)n1,10,5,2,0.9,-14,3,-10,3,-1
CCOc1cccc(-c2cc(C(=O)N/N=C/c3ccc(OC)c(CN4CCOCC4)c3)c3ccccc3n2)c1,3,-4,9,2.8,7,-8,1,9,-1
CC(Oc1ccc(Cl)cc1)C(=O)Nc1ccc(S(=O)(=O)N2CCOCC2)cc1 (configuration not stated),-11,5,53*,36*,14,-9,7,15,38*
COc1ccccc1NC(=O)CCc1nc2sc3c(c2c(=O)[nH]1)CCCC3,3,7,2,8.5,13,3,-5,3,1
CCc1ccc(NC(=O)Cn2cnc3c(=O)n(C)c(=O)n(C)c32)cc1,11,-5,2,-0.1,6,13,-14,-10,1
CCOC(=O)COc1c(OC)cc(Cl)cc1C1Nc2ccccc2C(=O)N1c1cccc(C)c1 (configuration not stated),-9,-9,-2,-0.8,-3,-2,-2,2,-3
CCc1nnc(NC(=O)c2cc(-c3ccccc3)nn2-c2ccccc2)s1,-6,-2,-1,0.1,6,-3,6,2,-4
Cc1csc(NC(=O)CSc2nc3ccccc3s2)n1,8,-9,3,1.0,7,-2,-3,0,-2
CCC1(c2ccccc2)NC(=O)N(CC(=O)Nc2cc(S(=O)(=O)N3CCCCC3)ccc2N(C)C)C1=O (configuration not stated),9,-7,1,0.7,5,8,-1,0,-2
